Source: PubChem (National Center for Advancing Translational Sciences (NCATS))
RECQ1 helicase = blocks DNA unwinding by human RECQ1 | Potency, µM (doses to about 57.3 µM), inactives show at the highest dose activity, negative = inhibition, usual class: inhibitors | actives 0.54% (n = 240,000) | RECQ1 DNA unwinding, red fluorescence kinetic read;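 also: plate controls were vehicle for no effect and no enzyme for full effect; nearly all actives have a fitted effect of over 30% in size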
Target sequence (P46063 whole entry, looked up): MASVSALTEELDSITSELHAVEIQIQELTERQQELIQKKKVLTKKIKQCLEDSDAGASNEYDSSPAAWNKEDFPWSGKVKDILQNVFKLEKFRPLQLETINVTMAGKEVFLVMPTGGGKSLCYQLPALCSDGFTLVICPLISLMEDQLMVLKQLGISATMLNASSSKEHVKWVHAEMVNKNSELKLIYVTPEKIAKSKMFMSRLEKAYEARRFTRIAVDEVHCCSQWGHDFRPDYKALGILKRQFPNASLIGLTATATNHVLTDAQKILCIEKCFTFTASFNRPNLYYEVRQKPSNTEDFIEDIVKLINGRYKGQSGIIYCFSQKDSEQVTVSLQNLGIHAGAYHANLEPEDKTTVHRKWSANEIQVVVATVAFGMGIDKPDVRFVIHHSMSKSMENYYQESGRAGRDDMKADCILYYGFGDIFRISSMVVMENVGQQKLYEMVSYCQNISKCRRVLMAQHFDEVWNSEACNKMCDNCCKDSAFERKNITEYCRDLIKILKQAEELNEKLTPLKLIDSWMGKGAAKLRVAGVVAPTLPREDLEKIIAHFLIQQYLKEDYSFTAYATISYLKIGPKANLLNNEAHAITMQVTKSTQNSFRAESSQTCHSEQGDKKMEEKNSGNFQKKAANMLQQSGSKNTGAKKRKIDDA
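RECQ1T1 50 nM; forked duplex (20 bp + 30-nt ss tails) 200 nM, ATP 2 mM final; pH 8.0, 2 mM MgCl2, 2.5 ug/ml poly(dI-dC); 15 min compound preincubation; discontinuous kinetic read over 2 h at RT.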
L3MBTL1 inh = blocks human L3MBTL1 | Q9Y468 | AlphaScreen L3MBTL1–H3K9me1 peptide binding | Potency, µM (titrated, usually from 57.1 µM), inactives show at the top dose activity, negative = inhibition, most hits filed as inhibitors | actives 0.66% (n = 230,000) | AID 485360; also: % is scaled to controls: 0 for no effect and ±100 for the full control effect; nearly all actives have a fitted effect of over 60% in size
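AlphaScreen proximity signal between nickel-chelate acceptor and streptavidin donor beads (final 10 ug/mL) reports binding of 50 nM L3MBTL1 to 75 nM biotin-H3 K9me1 peptide; complex incubated with compounds 30 min at room temperature; cefsulodin titration as control.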
TRb-SRC2 inh = TRbeta-SRC2 interaction inhibition | P10828 | TRbeta-SRC2 peptide binding, fluorescence polarization; receptor liganded with 1 µM T3 | Potency, µM (series often up to 106 µM), inactives show at the highest dose activity change, negative = inhibition, usual class: inhibitors | actives 0.065% (n = 280,000) | AID 1469;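 also: plate controls were bound peptide for no effect and peptide without receptor for full effect; nearly all actives have a fitted effect of over 50% in size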
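Polarization signal, normalized between peptide-alone and full complex controls, measured compound effects on T3-liganded human TRb LBD (0.6 uM) binding 20 nM Texas Red SRC2 peptide after 5 hr.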
HTT ATP protect = Huntington cell model cytoprotection by ATP luminescence | PC12 HTT-Q103 induced, cytoprotection, ATP luminescence, 40 h | Potency, µM (top dose mostly 56.4 µM), for the others: cytoprotection (ATP increase), hits mostly activators | actives 0.14% (n = 230,000);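 also: % of control where 0% means no effect; nearly all actives have a fitted effect of over 45% in size; toxic huntingtin expression switched on by the ecdysone agonist tebufenozide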
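PC12 cells stably carrying ecdysone-inducible Htt exon 1 (Q103)–GFP were induced with 100 nM tebufenozide (final) alongside library compounds in a dose series. Cytoprotection was scored as retained ATP by ATPlite luminescence.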
Tau fibril ThT = blocks human tau fibril formation measured by thioflavin T | recombinant tau K18 P301L, heparin-induced fibrillization, ThT fluorescence | Potency, µM (series often up to 57.4 µM), for inactives: at the highest dose activity, negative = inhibition, usual class: inhibitors | actives 2.1% (n = 270,000); also: % is scaled to controls: 0 for no effect and ±100 for the full control effect; nearly all actives have a fitted effect of over 55% in size
Target sequence (P10636 561-689 P618L limits assumed): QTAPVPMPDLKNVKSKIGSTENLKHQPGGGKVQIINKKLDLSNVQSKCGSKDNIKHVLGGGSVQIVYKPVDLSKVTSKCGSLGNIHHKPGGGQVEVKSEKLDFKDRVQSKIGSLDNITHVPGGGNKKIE
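K18 P301L tau (15 uM + 0.24 uM Alexa 594-tagged), heparin 20 uM, NaOAc pH 7, 6 h 37 C; ThT 30 uM, 1 h RT, ex 450/em 510 nm.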
Tau FP inhib = tau fibrillization inhibition (FP) | AID 1468 | Potency, µM (doses to about 57.7 µM), inactives show top-dose activity, negative = inhibition, actives largely listed as inhibitors | actives 0.39% (n = 280,000) | P10636 | K18 P301L tau heparin fibrillization, Alexa594 FP, 6 h; also: % is scaled to controls: 0 for no effect and ±100 for the full control effect; nearly all actives have a fitted effect of over 55% in size
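Compound effects on tau fibrillization are measured by Alexa 594 fluorescence polarization (ex 555, em 632 nm). K18 P301L tau is used at 15 uM with 0.24 uM labeled tracer, and 20 uM heparin induces aggregation over 6 hr at 37 C.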
TexasRed fluor = Texas Red fluorescence interference in TRb-SRC2 counter-screen | TRb/SRC2 Texas Red total fluorescence interference | Potency, µM (top dose mostly 106 µM), inactives show at the top dose fluorescence change, negative = quenching | actives 0.29% (n = 280,000); active = well fitted curve in either direction with a large enough effect; inconclusive = small, poorly fitted or top-dose-only effect; also: % is scaled to controls: 0 for no effect and ±100 for the full control effect
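Flags fluorescent or light-absorbing compounds by total fluorescence, S + 2P, at 555 nm excitation and 632 nm emission. Mixture: 20 nM Texas Red SRC2 peptide, 0.6 uM human TRb LBD, 1 uM T3, 5% DMSO; compound exposure 5 h at ambient temperature.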
Tau fluor cs = counter-screen for tau fibril formation inhibitors. actives 0.93% (n = 280,000). tau K18 P301L (four-repeat tau fragment) Alexa594 fluorescence, heparin fibrillization. Potency, µM (series often up to 57.7 µM), inactives show at the top dose activity change, negative = decrease; also: % is scaled to controls: 0 for no effect and ±100 for the full control effect; nearly all actives have a fitted effect of over 55% in size
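Human K18 P301L tau (15 uM unlabeled plus 0.24 uM Alexa 594-labeled, final) in 100 mM sodium acetate pH 7 was mixed with compound and 20 uM heparin and incubated 6 hr at 37 C.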
* = called active by the depositor; i = inactive; ? = inconclusive; nt = no result given; [ ] = dose if it differs, or a comment. Unless noted, calls follow the shape of the dose curve; as a rule, active = well fitted curve in the direction sought with a large enough effect; inconclusive = small, poorly fitted or top-dose-only effect, or another doubt; inactive = no such curve, though single readings can be large; an effect the other way counts as inactive or inconclusive. Potency is read from the fitted curve at half-maximal effect.

SMILES | RECQ1 helicase | L3MBTL1 inh | TRb-SRC2 inh | HTT ATP protect | Tau fibril ThT | Tau FP inhib | TexasRed fluor | Tau fluor cs
CCN1CCCC1CNC(=O)Cn1ncc2c(=O)oc3ccc(C)cc3c21 (stereo unspecified) | -1% | 3% | -9% | -20%[10 µM] | ? | -8% | -3% | -5%
C=C(C)C(N)=O | -11% | nt | 11% | -15% | nt | nt | -3% | nt
CCN(C(=O)c1cc2cccc(OC)c2oc1=O)c1ccccc1 | -4% | nt | -6% | 0% | -5% | 5% | -1% | 1%
CCOC(=O)CNC(=O)CCCCCC(=O)NCC(=O)OCC | -4% | -5% | 1% | 2% | -8% | 0% | 0% | -4%
CSc1ccc(-c2cccc([N+](=O)[O-])c2)nn1 | -4% | 10% | -2% | -5% | ? | -2% | -3% | -16%
CCOC(=O)c1sc2nc3n(c(=O)c2c1C)CCC(C)CC3 (stereo unspecified) | -10% | nt | -5% | -14% | ? | 1% | -3% | -17%
CCCCN(C(=O)NC(=O)Nc1ccccc1OCC)S(C)(=O)=O | i | 5% | -4% | -4% | -11% | -2% | 2% | -15%
COCCNC(=O)c1ccc2c(=O)n(CCOC)c(=O)[nH]c2c1 | 0% | 4% | -12% | 0% | -8% | -13% | -3% | -11%
CC(C)c1ccc(C(=O)NN2C(=O)C3CCCCC3C2=O)cc1 (stereo unspecified) | -2% | 2% | 2% | 0%[10 µM] | 5% | -2% | -1% | 0%
CC(C)(C)C(=O)OC/C(N)=N/OC(=O)c1ccccc1 | 13% | 1% | -5% | -4%[10 µM] | -5% | -1% | -5% | 13%
CCOc1ccccc1NC(=O)Nc1ccc(Br)cc1C | -2% | 6%[11.4 µM] | -1% | -21% | 5% | -8% | -1% | -12%
Cc1nn(C(=O)Cn2ccc([N+](=O)[O-])n2)c(C)c1Br | -10% | 8% | 3% | -8% | -4% | -1% | -3% | -2%
COC(=O)C(C(=O)N1CCN(C)CC1)C1CCCCCC1 (stereo unspecified) | -2% | 1% | -8% | 0%[10 µM] | -2% | -1% | -2% | 6%
CCC1=C(c2ccc(C)cc2)S(=O)(=O)N=C1N1CCC(C(=O)NCCc2ccc(Cl)cc2)CC1 | nt | nt | 7% | nt | -11% | 2% | 2% | -21%
Cc1nc2nc(Cc3ccccc3)[nH]n2c(=O)c1Cc1ccccc1 | 6% | -6% | -11% | 0%[0.074 µM] | 4% | 2% | -1% | 0%
CNc1cc(C)nc(-n2nc(C)cc2C)n1 | i | -2% | -8% | -16% | 2% | 3% | -1% | 1%
CCCc1cc(-c2n[nH]c(=S)n2CC)c2ccccc2n1 | -10% | -3% | 3% | nt | -18% | -3% | -1% | -8%
O=C(CCC1CCCN(C(=O)c2ccncc2)C1)NCc1ccc(F)c(F)c1 (stereo unspecified) | -8% | 6% | 3% | -38% | -1% | 4% | -2% | 3%
O=C(CCC1N=C2c3ccccc3N=C(SCc3ccc(Cl)cc3)N2C1=O)NCCc1ccccc1 (stereo unspecified) | nt | nt | -3% | nt | ? | -12% | -1% | -22%
CCOC(=O)N1CCN(C(=O)CN(c2ccccc2OC)S(=O)(=O)c2ccc(C)cc2)CC1 | -4% | 55%[activator] | 4% | -3% | -10% | -7% | -6% | -14%
O=C(Nc1cccc(C(F)(F)F)c1)NC1CCN(S(=O)(=O)c2ccc(F)cc2)CC1 | i | nt | 0% | -20% | -4% | ? | 1% | -29%
O=C(Oc1ccc2c(c1)OCO2)c1cc2c(s1)CCC2 | ? | -91% | -5% | 4% | -8% | 5% | ? | -2%
Cc1ccc(CCNC(=O)c2cc(-c3ccccc3)n[nH]2)cc1 | nt | nt | -3% | nt | -2% | ? | 1% | -7%
CCc1nn(C(C)C(=O)N2CCN(Cc3ccccc3)CC2)c(=O)c2cc3occc3n12 (stereo unspecified) | i | -2% | 4% | -8% | -1% | 5% | -4% | 3%
COc1cccc(C(=O)C2CCCN(Cc3cccn3-c3ccccn3)C2)c1 (stereo unspecified) | i | -24% | 6% | -7%[10 µM] | -15% | -6% | 5% | -14%
O=C(C1CCCN(S(=O)(=O)c2ccccc2[N+](=O)[O-])C1)N1CCN(c2ccccc2)CC1 (stereo unspecified) | -13% | -12% | -23% | 11%[10 µM] | 3% | ? | 1% | 0%
O=C(CN1CCOCC1)Nc1cccc(S(=O)(=O)N2CCCCCC2)c1 | -5% | -4% | 4% | nt | 2% | 7% | -2% | 3%
Cc1ccc(S(=O)(=O)NCCN(CCNS(=O)(=O)c2ccc(C)cc2)S(C)(=O)=O)cc1 | i | 2% | 2% | 9% | -7% | 0% | 1% | -9%
COc1cc(C(=O)c2c(C)c(CCC#N)n3ccccc23)cc(OC)c1OC | -5% | -9% | 2% | -61%[inhibitor] | ? | 5% | -5% | -14%
COc1ccccc1NC(=O)C(C/C=C(/C)Cl)C(C)=O (stereo unspecified) | -2% | 4% | 2% | -17%[10 µM] | -6% | -5% | 1% | -5%
Cc1ccc(-c2nc(SCC(=O)N3CCc4ccccc43)c3c(=O)n(C)c(=O)n(C)c3n2)cc1 | nt | nt | -8% | nt | -2% | 3% | -1% | 1%
CCOC(=O)C1CCN(C(=O)CCc2nc3ccccc3[nH]2)CC1 | -1% | -2% | -7% | 3%[1.9 µM] | 1% | 2% | -5% | -1%
Cc1nn(-c2ccccc2)c2c1C1(C(=O)N3c4c(cccc41)C(C)CC3(C)C)C(C#N)=C(N)O2 (stereo unspecified) | -6% | nt | 15% | 26% | ? | ? | -3% | ?
CCOc1ccc2c(c1)C(c1cccs1)=NNC(c1cccnc1)=N2 | -20% | 16% | -8% | -8%[10 µM] | ? | 8% | -4% | -11%
C[C@@H](C[N+](C)(C)C)OC(N)=O | -9%[25.9 µM] | nt | -4%[53 µM] | ? | nt | nt | -2%[53 µM] | nt
CCN(Cc1ccccc1)C(c1cccs1)c1nnnn1C1CCCCC1 (stereo unspecified) | 10% | nt | 1% | -37% | -4% | -5% | -1% | -13%
COc1ccc(C(=O)COC(=O)C2CCCN2C(=O)C23CC4CC(CC(C4)C2)C3)cc1 (stereo unspecified) | -9% | 2% | 2% | -9%[10 µM] | -3% | 3% | -3% | 7%
Cc1ccc(CNC(=O)c2c(C)cc(=O)oc2C)cc1 | -9% | 2% | -3% | 11% | -8% | 7% | 0% | -6%
Cc1cc([N+](=O)[O-])nn1CCCC(=O)NC1CCCCC1 | -1% | 5% | -3% | -52%[inhibitor] | -5% | 0% | 0% | -2%
COc1ccc(Cl)c(Cn2c(NCCN)nc3c2c(=O)n(C)c(=O)n3C)c1 | nt | nt | 5% | nt | -2% | -3% | -19% | -1%
COc1ccc(-n2c(=O)c3sc4ccccc4c3n(Cc3ccccc3)c2=O)cc1 | nt | nt | -8% | nt | 1% | -3% | 0% | -12%
COc1cc(OC)cc(C(=O)NCCc2csc3nc(-c4ccccc4F)nn23)c1 | nt | nt | 4% | nt | -2% | -7% | -2% | -11%
CSc1nc(-c2ccc(Cl)cc2)nn1C(=O)c1ccccc1 | -3% | -1% | 5% | 12%[10 µM] | -10% | 0% | -4% | -4%
CSc1ccc(C(=S)N2CCN(C)CC2)cc1 | i | -3% | -7% | 2%[10 µM] | -14% | -10% | -1% | -4%
O=C(NC(=O)c1ccc(Cl)cc1)Nc1ccc(-c2cnco2)cc1 | -4% | nt | 5% | 5%[10 µM] | nt | nt | 1% | nt

Compound profiles, from the list above.
Shown for `O=C(NC(=O)c1ccc(Cl)cc1)Nc1ccc(-c2cnco2)cc1` : RECQ1 helicase: -4%; L3MBTL1 inh: nt; TRb-SRC2 inh: 5%; HTT ATP protect: 5%[10 µM]; Tau fibril ThT: nt; Tau FP inhib: nt; TexasRed fluor: 1%; Tau fluor cs: nt
Shown for `CSc1ccc(C(=S)N2CCN(C)CC2)cc1` : RECQ1 helicase: i; L3MBTL1 inh: -3%; TRb-SRC2 inh: -7%; HTT ATP protect: 2%[10 µM]; Tau fibril ThT: -14%; Tau FP inhib: -10%; TexasRed fluor: -1%; Tau fluor cs: -4%

(list continues)
SMILES | RECQ1 helicase | L3MBTL1 inh | TRb-SRC2 inh | HTT ATP protect | Tau fibril ThT | Tau FP inhib | TexasRed fluor | Tau fluor cs
CCCN1CCN(c2ncnc3sc(C(=O)Nc4ccc(N(CC)CC)cc4C)c(C)c23)CC1 | nt | nt | 4% | nt | ? | 7% | -3% | -12%
COCCc1nn2c(=O)cc(COC(=O)c3ccc(C(C)(C)C)cc3)nc2s1 | nt | nt | 6% | nt | -16% | 4% | -7% | -3%
Cc1cccc(/C(N)=N/OC(=O)c2ccc(Br)o2)c1 | -6% | 10% | -4% | 0%[10 µM] | ? | -13% | 1% | -12%
Cc1ccc(OCC(=O)N/N=C\c2ccc(C)o2)c(C)c1 | ? | -2% | 5% | -13% | -11% | 8% | -4% | -10%
COc1ccc(NC(=O)Nc2ncn(Cc3cccc(C(F)(F)F)c3)n2)cc1OC | -1% | -3% | 0% | 1% | -17% | 5% | -3% | -21%
COc1ccc(C2(CNC(=O)c3cccc([N+](=O)[O-])c3)CCCCC2)cc1OC | -16% | -3% | -3% | 15%[10 µM] | -3% | 13% | 1% | -18%
C=CCc1cccc2cc(C(=O)NC)c(=O)oc12 | -1% | nt | 4% | 15% | -3% | 1% | -2% | 3%
COc1ccc(OC)c(C(=O)Cn2nnc(-c3ccc(N4CCOCC4)cc3)n2)c1 | i | nt | 0% | -9%[10 µM] | ? | -10% | -2% | -25%
C=CCn1c(SCC(=O)N2N=C(c3ccco3)CC2c2ccco2)nnc1-c1ccncc1 (stereo unspecified) | -9% | 0% | -1% | 15%[10 µM] | -3% | 3% | -8% | -7%
O=C(Nc1ccc(N2CCOCC2)c(F)c1)c1ccncc1 | -12% | 2% | -20% | -22% | -17% | 14% | -2% | -2%
O=C1CCCC2=C1C(c1ccc(Cl)cc1)N1C(=O)CCSC1=N2 (stereo unspecified) | -2% | -9% | -3% | 17%[10 µM] | -8% | 0% | -6% | -13%

Some of the compounds tested; count on the stated rates, not on these rows.
